FadD28 FP inh – M. tuberculosis FadD28 bisubstrate binding inhibition; inhibition, % at 12.5 µM; FadD28 bisubstrate probe binding, fluorescence polarization; 0.22% of 360,000 active; in the data active means inhibition above about 8.5%, passing the limit was not always enough; inconclusive means no clear call, values can overlap the other calls
Yp Topo-I inh – inhibitors of Yersinia pestis topoisomerase I; Y. pestis Topo-I cleavage product accumulation, plate reader; activity, % at 10 µM; 0.064% of 360,000 active; AID 504884; in the data active means activity above about 50%, passing the limit was not always enough; inconclusive means no clear call, values can overlap the other calls; further: inactives centre near 2
GDH-TPI counter – counter-screen for M. tuberculosis FBA inhibitors: GDH-TPI coupled enzymes | inhibition, % at 4.8 µM | 1.2% of 360,000 active | AID 588335 | GDH-TPI coupled enzyme counterscreen, NADH absorbance; in the data active means inhibition above about 30%;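 further: 0% = DMSO wells and 100% = wells lacking the enzyme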
PfHsp40 rescue – restores yeast growth despite PfHsp40 toxicity | S. cerevisiae expressing PfHsp40, growth rescue, ATP luminescence | growth rescue, % at 12.5 µM | 0.68% of 340,000 active; in the data active means growth rescue above about 28%, passing the limit was not always enough; inconclusive means no clear call, values can overlap the other calls;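 further: yeast W303a lacking pdr1 and pdr3 grown in galactose medium; growth measured after three days at 30 °C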
BioA inh – inhibitors of Mycobacterium tuberculosis BioA enzyme. purified M. tuberculosis BioA enzyme, plate reader. AID 602481. 0.096% of 360,000 active. inhibition, % at 9.99 µM; in the data active means inhibition above about 40%; inconclusive means no clear call, values can overlap the other calls
BH1578 lux ind – induces V. cholerae light production without autoinducers; activation, % at 18.7 µM; 0.16% of 350,000 active; V. cholerae BH1578 lux reporter, luminescence, 6 h; in the data active means activation mostly above about 9.7%, no sharp cut-off; inconclusive means no clear call, values can overlap the other calls; inactive means mostly below about 3.7%; further: not every result past the cut was called active; inactives centre near 0; reference of the scale not given here
FBA Mtb inh – inhibits M. tuberculosis FBA enzyme | purified M. tuberculosis FBA, fluorescence read-out | AID 588726 | 2.3% of 360,000 active | P9WQA3 | inhibition, % at 1 µM; in the data active means inhibition above about 27%;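 further: 0% = vehicle and 100% = reference inhibitor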
Target sequence (P9WQA3 whole entry, looked up): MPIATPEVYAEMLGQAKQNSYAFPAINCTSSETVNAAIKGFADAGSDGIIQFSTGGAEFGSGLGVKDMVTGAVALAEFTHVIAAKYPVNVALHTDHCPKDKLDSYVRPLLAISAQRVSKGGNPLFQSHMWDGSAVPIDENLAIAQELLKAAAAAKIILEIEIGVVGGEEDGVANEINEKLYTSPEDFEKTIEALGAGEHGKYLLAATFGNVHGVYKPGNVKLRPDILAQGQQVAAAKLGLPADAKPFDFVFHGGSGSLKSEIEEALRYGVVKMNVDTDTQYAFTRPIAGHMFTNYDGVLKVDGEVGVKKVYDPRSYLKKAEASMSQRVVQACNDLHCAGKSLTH
UGM FP inh – Mtb UDP-galactopyranose mutase inhibition; purified UGM, fluorescence polarization probe displacement; P9WIQ1; inhibition, % at 10 µM; 0.06% of 320,000 active; in the data active means inhibition above about 10%, passing the limit was not always enough; inconclusive means no clear call, values can overlap the other calls
Target sequence (P9WIQ1 whole entry, looked up): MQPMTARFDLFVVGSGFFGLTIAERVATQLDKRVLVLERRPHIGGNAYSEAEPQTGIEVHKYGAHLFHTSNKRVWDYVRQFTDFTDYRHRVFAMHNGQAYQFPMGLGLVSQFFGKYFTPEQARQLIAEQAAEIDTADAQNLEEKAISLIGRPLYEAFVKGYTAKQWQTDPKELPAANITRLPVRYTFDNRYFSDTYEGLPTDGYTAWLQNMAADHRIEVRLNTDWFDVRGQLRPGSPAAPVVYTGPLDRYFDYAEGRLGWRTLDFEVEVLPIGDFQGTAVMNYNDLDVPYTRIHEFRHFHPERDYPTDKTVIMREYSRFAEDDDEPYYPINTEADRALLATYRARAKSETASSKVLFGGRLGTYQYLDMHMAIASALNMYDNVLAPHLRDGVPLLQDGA
TcdB GH inh – inhibitors of Clostridioides difficile toxin B glycohydrolase | TcdB glycohydrolase enzymatic assay, plate reader | 0.24% of 350,000 active | P18177 | inhibition, % at 9.99 µM; in the data active means inhibition above about 10%
* = called active by the depositor; i = inactive; ? = inconclusive; . = no result given.

molecule,FadD28 FP inh,Yp Topo-I inh,GDH-TPI counter,PfHsp40 rescue,BioA inh,BH1578 lux ind,FBA Mtb inh,UGM FP inh,TcdB GH inh
Cc1cc(N)n2ncc(-c3ccc(F)cc3)c2n1,1.1,-12,24,2.6,-0.8,-1.7,1,-1.3,.
C[n+]1c2n(c3ccccc31)N=C(c1ccc(-c3ccccc3)cc1)CS2,-4.1,22,3,-0.2,.,-0.3,1,-1.0,0.5
Cc1ccc(NC(=O)c2ccc(NCc3ccc(F)cc3)nc2)cc1,-0.7,1,3,-0.6,.,0.2,-1,-1.0,0.1
Cc1ccc(-c2nn(C)c(=O)c3ccccc23)cc1CNC(=O)c1ccco1,-3.2,10,-2,0.1,2.7,-1.8,-5,-0.8,.
CC(C)(C)c1ccc(-c2cn(-c3ccc(Br)cc3)c3[n+]2CCCS3)cc1,-2.7,23,-5,-1.3,.,4.2,4,.,1.0
COc1ccc(S(=O)(=O)NCCSCc2ccco2)cc1Cl,-3.8,2,11,0.4,-2.4,-0.5,2,3.9,.
COc1cc(C(=O)NC(=S)Nc2csc(-c3ccc(F)cc3)n2)cc(OC)c1OC,-1.2,4,-2,-1.5,-1.5,-0.5,3,-5.3,0.4
COc1cc(NC(=O)c2ccccc2)c(OC)cc1NC(=O)Cc1ccc(C)cc1,-3.0,0,9,0.1,-1.1,-0.2,1,1.2,-0.1
Cc1ccc(NC(=O)C2CC(=O)n3c(nc4ccccc43)N2)cc1Cl (centres undefined),-4.3,1,-2,-0.8,-0.8,i,1,-3.2,0.3
O=C(COC(=O)c1ccc2c(c1)OCCO2)NCc1ccccc1Cl,-0.2,12,3,-1.4,-1.0,i,-1,2.0,0.9
O=C(Cn1cc(/C=N/O)c2ccccc21)N1CCOCC1,-0.6,20,6,1.0,-1.6,11,3,-2.6,.
C/C(=N\NC(=O)c1nnn(-c2nonc2N)c1-c1cccs1)c1cccnc1,-2.0,0,1,-2.8,-1.1,i,-1,1.0,-1.7
COc1cccc2c(C)cc(N3CCCCCC3)nc12,-2.7,11,10,0.0,0.9,i,16,-0.4,1.3
Nc1nc(SCc2ccc(Cl)cc2)[nH]c(=O)c1-c1ccccc1,-2.0,10,7,-0.2,-0.1,-0.6,0,-0.9,.
Cc1cccc(N2CCN(CCc3ccccc3)CC2)c1C,-2.3,10,4,-0.2,-6.0,i,-1,-1.0,.
COc1ccc(OC)c(/C=N/NC(=O)C(=O)N/N=C/c2cc(OC)ccc2OC)c1,-0.6,-6,13,-2.2,-2.6,i,2,1.9,-0.3
CN(C)/C=N/c1cc(=O)n(C)c(=O)n1CC1CC1,-2.0,-3,3,-1.3,-1.0,i,-1,1.3,-0.2
CN(CC(=O)Nc1cccc(F)c1)C(=O)c1cccc(-n2cccc2)c1,-4.4,-5,-1,0.6,.,i,3,-3.0,0.5
CC(=O)N1N=C(c2ccc(Cl)cc2)CC1c1ccc([N+](=O)[O-])cc1 (centres undefined),0.4,1,13,0.5,4.1,i,21,0.6,-0.1
C[C@H](NC(=O)c1ncn2c1c(=O)[nH]c1ccccc12)c1ccccc1,-4.0,4,12,.,1.5,-0.5,24,.,0.3
COC(=O)c1sccc1NC(=S)NCc1ccc(Cl)cc1,-10,0,17,-0.3,2.8,-0.7,0,2.3,1.5
CCc1ccc(NC(=O)C2CC(=O)N=C(N)S2)cc1 (centres undefined),-0.8,-2,0,-0.7,-0.9,i,0,-0.5,.
OC[C@@H]1CN(Cc2ccc(-c3ccccc3)cc2)C[C@H](n2cnc3c(NCc4ccncc4)ncnc32)O1,-2.9,27,1,.,0.0,-0.4,3,.,1.1
COc1ccc(-n2cc(-c3ccccc3)c3c(N4CCOCC4)ncnc32)cc1,-0.3,1,18,2.4,0.4,-0.1,7,0.6,0.1
COc1ccc(C2C(C(=O)O)c3ccccc3C(=O)N2Cc2ccco2)cc1 (centres undefined),-3.3,-1,-1,-0.5,-0.2,-0.1,-1,7.8,-4.9
CC1(C)CC(=O)C2=C(C1)N(C1CCCCC1)C(=O)C2(O)C(F)(F)F (centres undefined),1.6,-4,5,0.7,-0.8,.,1,-0.3,.
C=CCn1c(SCC(=O)NC(=O)NCc2ccco2)nc2sc(C)c(C)c2c1=O,-1.2,-6,17,0.3,.,-7.1,-4,-0.5,.
O=C(C(=O)N1CCOCC1)c1cn(Cc2ccc(F)cc2)c2ccccc12,-0.9,4,32*,0.3,2.0,-0.4,-4,-0.4,1.1
Cc1ccc(Cl)cc1NC(=O)C1COc2ccccc2O1 (centres undefined),-0.7,2,-11,-1.0,-0.8,-0.4,0,0.8,0.3
O=C(COc1ccc(F)cc1)NNC(=O)Cn1ccc(C(F)(F)F)n1,.,-3,-3,-0.3,-2.2,-0.6,3,7.0,0.8
O=C(NCCC(=O)N1CCc2ccccc21)c1ccco1,-1.6,-8,3,0.2,-2.0,6.2,2,-1.4,-3.7
CCOC(=O)N1CCN(C(=O)CNC2CCCCCCC2)CC1,-5.1,4,0,0.9,.,i,-1,1.9,1.0
COc1ccc(CN2CC[C@H]3C=CC[C@@H](C(=O)N4CCOCC4)[C@H]3C2=O)cc1OC,-2.2,5,9,2.1,-0.6,-0.8,-1,-1.4,0.3
CCc1ccc(C(=O)N/N=C(\C)c2ccncc2)s1,0.1,-7,11,0.4,-1.3,i,1,-1.1,0.3
O=C(Nc1ccccc1)Nc1ccc(S(=O)(=O)N2CCCCC2)cc1,-12,-7,-1,0.8,2.9,i,-4,3.4,.
CC(C)c1ccc(N(CC(=O)NCc2ccco2)C(=O)CCC(=O)Nc2ccccn2)cc1,-0.4,12,-6,-0.2,-4.2,-0.3,0,1.0,-1.5
O=C(NCCc1csc(-c2cccc(F)c2)n1)c1ccco1,-2.2,4,1,-0.6,2.1,i,-1,-4.7,0.1
COc1cc(OCC(N)=O)cc(OC)c1OC,-5.0,-3,0,-0.3,4.6,-0.5,-2,2.4,-0.2
Cn1c(NCc2ccccc2O)nc2ccccc21,1.0,-10,-1,-0.5,-2.7,i,-4,0.1,0.6
CCOC(=O)c1[nH]c(C(=O)O)c(CCN(CC)CC)c1C,0.5,7,6,-1.1,-1.5,1.7,0,-0.3,-1.4
COc1ccc(CC(=O)NNc2ncnc3c2cnn3Cc2ccccc2)cc1OC,-1.7,-2,-2,-2.0,.,-0.5,0,-1.0,0.2
Cc1cc(NC(=O)CSc2nc3sc(C)c(C)c3c(=O)n2C2CCCC2)no1,-3.3,10,-3,-0.8,-0.7,i,-1,0.0,0.5
COc1ccc(C(CNC(=O)c2ccccc2SC)N(C)C)cc1 (centres undefined),-4.9,2,-13,0.1,.,0.9,-1,2.1,0.5
COCCn1nnnc1C(CC(C)C)N1CCN(c2ccccc2)CC1 (centres undefined),0.0,8,13,-1.9,1.8,i,-3,-1.3,.
CC1Cc2ccccc2N1CC(=O)NCc1ccccc1Cl (centres undefined),-4.1,10,5,-0.3,-1.3,-3.8,-10,1.3,0.9
OCCC1CN(Cc2ccc3nsnc3c2)CCN1C1CCCCC1 (centres undefined),-1.6,-2,0,-0.9,.,-0.2,-4,2.1,.
Cc1cc(N/N=C/c2ccc(O)cc2O)nc(N2CCOCC2)n1,3.5,-12,69*,-0.6,0.5,-0.4,-8,-2.2,15*
CCCOc1ccc([N+](=O)[O-])c(N)c1,-2.2,2,-1,-1.1,0.5,-0.5,0,-1.2,0.8
Cc1cc2c(N3CCCCC3C)ncnc2s1 (centres undefined),-3.5,10,-9,4.2,1.3,-3.6,1,2.1,.
Cc1ccc(O)c(C2=NCCNC(C(F)(F)C(F)F)=C2)c1,-2.4,-11,12,-0.2,0.4,-1.4,-16,-3.0,.
O=C(O)c1ccc2c(=O)n3c(nc2c1)/C(=C/c1ccc(F)cc1)CC3,3.6,-7,12,1.9,1.1,-0.5,3,-0.1,-2.6
CC12c3ccccc3C(c3ccccc31)C1C(=O)N(Cc3cccnc3)C(=O)C12 (centres undefined),-2.7,-4,-4,0.3,0.0,i,-2,0.2,.
Cc1ccc(C(=O)Nc2ccc(S(=O)(=O)N3CCc4ccccc4C3)cc2)o1,1.5,7,3,0.1,0.0,-12,0,5.0,.
CS(=O)(=O)c1nc(S(=O)(=O)c2ccc(Cl)cc2)c(NCCCN2CCOCC2)s1,-1.4,8,4,-0.3,-0.5,-0.3,-2,1.4,0.4
CN1C(=O)[C@@H]2[C@H](C1=O)[C@@H]1C(=O)Nc3ccccc3C(=O)N1[C@@H]2c1ccc(Br)cc1,-0.8,-2,6,-1.0,-1.5,-0.8,2,-0.2,1.1
C=CCN1C(=O)C(C)(C)Nc2ccccc21,-3.9,-10,-13,-0.1,-1.0,i,-3,-0.7,.
O=C(NN=C1CCCCCC1)c1cc2ccccc2cc1O,-3.2,-13,10,1.0,-5.5,i,-2,-9.8,0.5
CCN1CCN(c2ccc(S(=O)(=O)N3CCCCC3)cc2NC(=O)c2cc3ccccc3o2)CC1,-3.5,6,0,0.3,-1.0,i,1,-1.8,0.0
O=C(O/N=C\c1ccc(N2CCCCC2)c([N+](=O)[O-])c1)c1ccc(Cl)cc1Cl,-0.4,1,19,1.0,.,-12,0,0.0,.
CCN(CC)c1ccc([N+](=O)[O-])cc1C(=O)O,-0.7,-5,5,1.9,0.7,-0.3,-18,0.2,1.5

(more compounds)
molecule,FadD28 FP inh,Yp Topo-I inh,GDH-TPI counter,PfHsp40 rescue,BioA inh,BH1578 lux ind,FBA Mtb inh,UGM FP inh,TcdB GH inh
Cc1ccc(N(C)S(=O)(=O)c2cccc(C(=O)Nc3ccc(C)cn3)c2)cc1,-2.4,14,-4,1.9,-1.1,i,1,2.0,1.2
CCOc1ccccc1NC(=O)CCNS(=O)(=O)c1ccc(NC(C)=O)cc1,-1.8,0,14,1.8,0.6,i,-1,1.8,-4.8
C=CCSc1nnc(NC(=O)c2cccc(S(=O)(=O)N(C)c3ccccc3)c2)s1,-2.3,2,16,0.0,-0.2,i,0,-0.1,.
C/C(=N\NC(=O)CNc1cccc(C(F)(F)F)c1)c1cccs1,-4.7,-15,-5,-1.0,2.4,-0.4,-1,-0.7,1.4
CC(NC(=O)c1ccccc1F)c1cccc2ccccc12 (centres undefined),-2.2,7,-2,?,0.3,5.3,0,-2.2,0.3

Structures above that contain two or more sulfur atoms, in the order listed:
molecule,FadD28 FP inh,Yp Topo-I inh,GDH-TPI counter,PfHsp40 rescue,BioA inh,BH1578 lux ind,FBA Mtb inh,UGM FP inh,TcdB GH inh
COc1ccc(S(=O)(=O)NCCSCc2ccco2)cc1Cl,-3.8,2,11,0.4,-2.4,-0.5,2,3.9,.
COc1cc(C(=O)NC(=S)Nc2csc(-c3ccc(F)cc3)n2)cc(OC)c1OC,-1.2,4,-2,-1.5,-1.5,-0.5,3,-5.3,0.4
COC(=O)c1sccc1NC(=S)NCc1ccc(Cl)cc1,-10,0,17,-0.3,2.8,-0.7,0,2.3,1.5
C=CCn1c(SCC(=O)NC(=O)NCc2ccco2)nc2sc(C)c(C)c2c1=O,-1.2,-6,17,0.3,.,-7.1,-4,-0.5,.
Cc1cc(NC(=O)CSc2nc3sc(C)c(C)c3c(=O)n2C2CCCC2)no1,-3.3,10,-3,-0.8,-0.7,i,-1,0.0,0.5
CS(=O)(=O)c1nc(S(=O)(=O)c2ccc(Cl)cc2)c(NCCCN2CCOCC2)s1,-1.4,8,4,-0.3,-0.5,-0.3,-2,1.4,0.4
C=CCSc1nnc(NC(=O)c2cccc(S(=O)(=O)N(C)c3ccccc3)c2)s1,-2.3,2,16,0.0,-0.2,i,0,-0.1,.

Not a hit list (roughly 4.6% active in at least one column).
